Fam108B counter = blocks mouse Fam108B hydrolase in RBBP9 counter-screen; 300,000 tested, 0.33% active; recombinant Fam108B, FP-Rh probe fluorescence polarization; inhibition, % at 9.51 µM; AID 1947;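 active means inhibition above the screen mean inhibition plus 3 SD, computed separately per campaign, cut at about 18% in these data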;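 further: inhibitors lower polarization as less probe binds the enzyme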
MEX-5 binding = C. elegans MEX-5 TCR-2 RNA binding activity; 300,000 tested, 0.38% active; Q9XUB2; MEX-5/FITC-TCR2 RNA binding, fluorescence polarization; active compounds read low; activity score (negative = inhibition of binding), % at 10 µM;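 active means inhibition past about -25% in most replicates, and total fluorescence under double the plate's negative control median, limit read from the data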;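 further: 0% = DMSO and -100% = 5 µM competing unlabeled TCR2 RNA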
Bcl-xL primary = Bcl-xL (human) inhibition | Q07817 | GST-Bcl-xL / FITC-Bim BH3 peptide fluorescence polarization | inhibition, % at 10.9 µM | 320,000 tested, 0.7% active;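 active means inhibition above the mean of all tested compounds plus 3 SD, cutoff set per campaign, cut at about 30% in these data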;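 further: 0% = DMSO wells and 100% = unlabeled Bim-BH3 peptide competitor; inhibitors lower millipolarization by displacing the labeled peptide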
Target sequence (Q07817 whole entry, looked up): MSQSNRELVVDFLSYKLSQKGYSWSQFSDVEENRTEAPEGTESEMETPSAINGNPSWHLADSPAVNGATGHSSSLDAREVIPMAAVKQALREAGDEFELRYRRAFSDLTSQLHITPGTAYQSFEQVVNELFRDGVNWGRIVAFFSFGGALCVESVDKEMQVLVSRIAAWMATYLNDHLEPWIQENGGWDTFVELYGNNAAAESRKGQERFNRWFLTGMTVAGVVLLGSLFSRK
GLD-1 TGE inh = GLD-1-TGE RNA interaction inhibition (C. elegans) | purified GLD-1 + fluorescein TGE RNA, fluorescence polarization | inhibition, % at 5.96 µM | Q17339 | 320,000 tested, 0.44% active;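 active means percent inhibition above a per-plate cutoff, the plate mean of test compounds plus 3 SD, cut at about 30% in these data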;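 further: 0% = DMSO wells with GLD-1 and probe and 100% = wells lacking GLD-1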
MCL1 BIM primary = disrupts human MCL1 binding to BIM-BH3 peptide; inhibition, % at 10.9 µM; 320,000 tested, 0.68% active; GST-MCL1 / FITC-Bim-BH3 fluorescence polarization; Q07820;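 active means inhibition above the mean inhibition of all tested compounds plus 3 SD, set per campaign, cut at about 40% in these data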;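 further: 0% = DMSO wells and 100% = unlabeled Bim-BH3 peptide control; higher means more loss of mP so more displacement of Bim peptide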
Target sequence (Q07820 whole entry, looked up): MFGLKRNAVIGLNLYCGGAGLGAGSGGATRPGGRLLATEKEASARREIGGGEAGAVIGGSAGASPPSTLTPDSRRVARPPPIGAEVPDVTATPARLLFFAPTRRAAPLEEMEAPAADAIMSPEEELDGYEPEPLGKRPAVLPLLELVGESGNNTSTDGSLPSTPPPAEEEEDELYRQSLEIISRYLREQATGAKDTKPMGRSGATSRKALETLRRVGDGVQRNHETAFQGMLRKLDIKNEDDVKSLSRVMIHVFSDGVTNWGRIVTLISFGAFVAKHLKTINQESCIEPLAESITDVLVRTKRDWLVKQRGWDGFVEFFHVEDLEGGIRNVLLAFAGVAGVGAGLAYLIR
PAFAH1B2 FP inh = blocks human PAF acetylhydrolase 1b catalytic subunit 2. P68402. recombinant PAFAH1B2, FP-rhodamine activity probe, fluorescence polarization. inhibition, % at 3.39 µM. 340,000 tested, 1.2% active;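 active means inhibition above the mean of all tested compounds plus 3 SD, cut at about 24% in these data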;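 further: 0% = enzyme with DMSO and 100% = wells lacking PAFAH1B2; many of its hits are not listed in these tables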
AHR activator = activates the human aryl hydrocarbon receptor; P35869; AHR-responsive luciferase reporter cells, luminescence; activation, % at 5 µM; 320,000 tested, 2.5% active; in the data active means activation above about 47%;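 further: 0% = vehicle wells and 100% = reference agonist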
pPAFAH FP inh = inhibitors of human plasma PAF acetylhydrolase (pPAFAH); 330,000 tested, 1.5% active; recombinant pPAFAH, FP-rhodamine probe fluorescence polarization; inhibition, % at 3.39 µM; AID 463082; Q13093;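 active means inhibition above the mean inhibition across the screen plus 3 SD, cut at about 25% in these data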;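 further: inhibitors block binding of the rhodamine activity-based probe so polarization drops; 0% = enzyme with DMSO and 100% = wells lacking pPAFAH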
PME-1 primary = PME-1 (human) inhibition. recombinant PME-1, FP-Rh probe fluorescence polarization. inhibition, % at 5.9 µM. 320,000 tested, 0.53% active;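 active means inhibition above the campaign mean of all compounds plus 3 SD, cut at about 26% in these data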;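 further: competitive labeling of PME-1 active site by serine hydrolase directed probe; 0% = PME-1 with DMSO and 100% = wells lacking PME-1 enzyme; inhibitors block probe labeling so polarization falls and inhibition rises; many of its hits are not listed in these tables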
Target sequence (Q9Y570 whole entry, looked up): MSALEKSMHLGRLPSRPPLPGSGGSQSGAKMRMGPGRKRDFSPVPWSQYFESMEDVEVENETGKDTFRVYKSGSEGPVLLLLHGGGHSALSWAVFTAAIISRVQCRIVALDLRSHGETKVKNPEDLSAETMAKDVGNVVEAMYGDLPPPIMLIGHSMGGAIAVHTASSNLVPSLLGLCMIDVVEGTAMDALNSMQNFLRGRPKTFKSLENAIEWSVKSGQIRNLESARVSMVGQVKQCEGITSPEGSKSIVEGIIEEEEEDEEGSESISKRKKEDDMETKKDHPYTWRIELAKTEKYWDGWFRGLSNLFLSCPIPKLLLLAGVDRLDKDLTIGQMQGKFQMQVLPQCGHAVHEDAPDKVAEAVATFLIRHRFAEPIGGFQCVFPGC
Active calls of the source: *; · = no result given; + = active, no number. These rows are one share of the data; the hit share may differ from the screen's.

SMILES	Fam108B counter	MEX-5 binding	Bcl-xL primary	GLD-1 TGE inh	MCL1 BIM primary	PAFAH1B2 FP inh	AHR activator	pPAFAH FP inh	PME-1 primary
CC[C@]12c3[nH]c4ccccc4c3CCN1C(=O)C(CC(=O)NCC13CC4CC(CC(C4)C1)C3)C[C@@H]2C(=O)N1CCN(C(=O)C2CC2)CC1 (stereo partly specified)	·	·	·	0	·	12	-1	4	·
COC(=O)c1ccccc1NC(=O)CN(C1CCCCC1)S(C)(=O)=O	-2	0.5	2	8	-2	5	-1	-1	6
CCOC(=O)C1(CC2CC2)CCN(C(=O)c2cccnc2C)CC1	-1	-0.6	6	-4	2	-1	1	0	-2
O=C(CSc1nc2nc3c(cc2c(=O)n1-c1ccccc1)CCCC3)Nc1cccc2ccccc12	-8	-1.0	1	-5	-5	2	13	-5	-7
CSc1ccccc1C(=O)Nc1ccc(C)c(C)c1	-4	1.0	-6	1	-8	-1	19	0	11
O=C(CN1CCCc2ccccc21)Nc1cc(S(=O)(=O)N2CCCC2)ccc1Cl	·	·	8	-1	5	-3	10	0	73*
O=C(CN1CCN(Cc2ccccc2F)C1=O)NCCc1ccc(Cl)cc1	0	0.5	5	9	8	8	-1	-1	3
CCCCc1nnc(NC(=O)COC)s1	-5	1.1	2	2	3	2	-2	4	6
COc1ccc(NC(=O)CC(C)CC(=O)NCc2ccccc2)c(OC)c1 (stereo unspecified)	-2	-1.2	1	13	1	0	0	8	-4
COc1ccc(N2CCN(CCCNC(=O)CCCn3c(=O)[nH]c4ccsc4c3=O)CC2)cc1	1	-7.9	3	-7	3	5	0	-1	6
Cc1cc(C(=O)CN2C(=O)NC(Cc3c[nH]c4ccccc34)C2=O)c(C)n1C (stereo unspecified)	1	1.1	0	9	3	-5	3	6	13
CCCCNC(=S)NNC(=O)c1ccco1	1	-4.3	5	5	0	3	-1	2	-2
CCSc1nnc(C)c(=O)n1COC(=O)c1ccc(S(=O)(=O)N2CCCC2)cc1	-7	0.3	5	-3	8	3	1	1	5
O=C(Nc1sc2c(c1C(=O)O)CCC2)c1ccc(F)cc1	-1	1.4	-1	-5	-1	15	9	13	7
CCOC(=O)c1c(C)[nH]c(C)c1C(=O)COc1ccc(NC(=O)c2ccco2)cc1	4	1.3	6	3	8	-4	24	4	23
CNC(=O)[C@@]1(C)C=C[C@@H](Cc2ccccc2)N1C(=O)OC	-4	0.8	5	-1	8	4	1	9	0
Cc1ccc2nc(CSc3nnc(-c4ccco4)o3)cc(=O)n2c1	5	-2.8	22	12	34	6	0	15	-10
CCCn1c(=O)c2sccc2n2c(CCCC(=O)NC3CCN(Cc4ccccc4)CC3)nnc12	0	2.8	3	0	4	-3	0	4	9
NC(=O)c1c(NC(=O)c2ccncc2)sc2c1CCCC2	3	0.9	3	-1	-1	6	13	6	1
COc1ccc(C(=O)NCc2nnc(SCC(=O)NCCc3ccccc3)o2)cc1	-2	-1.0	-7	-8	-12	13	1	-3	1
CCC(C)C(NC(=O)c1ccccc1NC(=O)c1ccccc1)C(=O)N1CCOCC1 (stereo unspecified)	-1	-0.9	0	5	2	2	-1	0	3
N#CCOc1ccccc1/C=N/n1nnnc1N	1	-1.0	-1	-4	4	1	6	5	-7
Cc1ccc(S(=O)(=O)N2CCN(c3ncnc4scc(-c5ccc(F)cc5)c34)CC2)cc1	-3	4.2	-5	3	-7	4	-1	7	-1
CCOc1ccc(N2C(=O)CCC2=O)cc1	3	-0.5	4	8	1	3	-1	6	7
CCC1CCCCN1CCCNC(=O)c1cc2c(Cl)nc3ccccc3c2s1 (stereo unspecified)	-4	-0.7	4	11	0	1	35	1	2
COc1ccc(/C=N/Nc2nc(N)cc(Cl)n2)cc1OC	2	-0.2	-2	4	9	2	89*	1	3
O=C(NC1CC1)C1CCN(C2CCN(C(=O)c3ccc(C(F)(F)F)cc3)CC2)CC1	-4	1.0	8	7	4	3	5	2	2
CCCn1c(=S)[nH]c2cc(C(=O)N3CCc4ccccc43)ccc2c1=O	-1	0.0	0	4	-2	-2	11	-4	-5
Cc1cc(C(=O)N2CCC(CO)(Cc3cccc(C(F)(F)F)c3)CC2)n[nH]1	-1	1.1	8	2	-2	5	3	3	15
CC1CCN(C(=O)CSc2nnc(-c3ccco3)o2)CC1	-2	-3.5	0	7	4	0	1	7	0
Cc1cc(C)c(C#N)c(SCC(=O)N2CCN(Cc3ccccc3)CC2)n1	4	1.2	6	2	8	0	2	5	-5
N#CN=C(N)c1ccccc1	-2	0.4	8	1	9	-2	0	0	-4
O=C(/C=C/c1ccc(Cl)cc1)NCCN1CCOCC1	12	0.1	0	-3	3	-2	7	1	1
Clc1ccccc1Cc1noc(CN2CCSCC2)n1	2	-0.2	0	2	-4	3	0	3	1
CO/N=C/NC(=O)NOCc1ncc(C(F)(F)F)cc1Cl	1	-3.1	-2	3	6	5	4	1	-4
Clc1ccc(CN(Cc2ccccc2)C(c2cccs2)c2nnnn2C2CCCC2)cc1 (stereo unspecified)	-3	0.4	5	4	0	6	1	-1	2
O=C1CN(S(=O)(=O)c2ccc(F)cc2)c2ccccc2N1	0	-0.7	5	1	2	2	-1	0	-3
O=C(Nc1ccc([N+](=O)[O-])cn1)C1CC2CCC1C2 (stereo unspecified)	2	0.8	3	2	16	-1	3	2	4
COc1cccc(CSc2nnc(-c3ccncc3)n2C)c1	1	-0.9	3	-5	7	1	-1	4	2
O=C1c2ccccc2C(=O)N1CCCCSc1nnc(-c2ccc(OC(F)F)cc2)o1	-1	3.2	4	-2	4	-1	-9	1	0
COc1ccc(N=Nc2nc3cc(Br)c(Br)cc3n2C)c(OC)c1	31*	·	+	198*	+	-1	83*	23	61*
CC1CCCC(NC(=O)COC(=O)Cc2ccc(Cl)cc2)C1C (stereo unspecified)	·	·	·	1	·	20	0	28*	·
Cc1ccc(NC(=O)CN2C(=O)NC3(CCCc4ccccc43)C2=O)cc1S(=O)(=O)N1CCOCC1 (stereo unspecified)	-2	0.1	1	-2	6	2	4	0	-2
O=C(NCC(c1ccco1)N1CCc2ccccc2C1)c1cccc(Br)c1 (stereo unspecified)	1	-1.2	4	4	3	4	4	4	-3
CCNC(=S)N(CCN(C)C)Cc1cc2cc3c(cc2[nH]c1=O)OCO3	-4	-1.5	-1	11	-6	8	23	0	2
Cc1ccc(S(=O)(=O)NNC(=S)Nc2ccccc2)cc1	-7	-1.6	2	-3	9	16	2	0	-2
O=C1CS/C(=N/N=C/c2ccccc2)N1Cc1ccco1	-3	-1.2	6	0	5	6	2	6	-3
Cn1c(=O)[nH]c(=O)c2c1nc(NCc1ccco1)n2Cc1ccccc1Cl	1	·	2	3	-5	1	2	-1	-1
COc1ccc(-n2c(C)cc(C(=O)COc3ccc(-n4cnnn4)cc3)c2C)cc1	-3	1.1	3	7	2	-5	3	12	-2
Nc1ccc2oc(-c3ccccc3Cl)nc2c1	4	-0.7	2	-1	6	2	-12	7	3
COc1ccc(NC(=O)C2C3C=CC4(O3)C2C(=O)N(CCN2CCCCC2C)C4C(=O)NC2CCCC(C)C2C)cc1 (stereo unspecified)	0	-0.7	6	-4	2	5	-1	6	-10
COc1ccccc1-c1ccc(/C=C2/C=C(CC(C)C)OC2=O)o1	-1	-0.7	-10	-15	-15	-4	3	23	-5
COc1cnn(-c2ccc(C)cc2)c(=O)c1Cl	1	2.2	2	3	0	1	0	-2	3
Cc1ccc(C(=O)OCC(=O)NC2CCCCC2)cc1S(=O)(=O)N1CCCCC1	·	·	5	2	-1	0	0	14	3
COC(=O)Cn1cc(C#N)c2ccccc21	-1	2.6	-7	-7	-13	-2	3	5	-2
CC(=O)N1N=C(c2ccc(C)cc2)OC1c1cccnc1 (stereo unspecified)	-1	-0.4	2	3	-3	4	0	2	-3
O=C(COC(=O)c1ccc([N+](=O)[O-])o1)Nc1ccc(Br)cc1F	·	·	·	-1	·	10	1	6	·
Cc1cc(C(=O)OC(C(=O)Nc2cccc(C(F)(F)F)c2)c2ccccc2)c(C)o1 (stereo unspecified)	-37	0.8	-5	-3	-2	-10	1	-12	-57
COC(=O)c1ccc(OCCOc2ccccc2C)cc1	1	-0.4	6	4	6	4	0	0	5
CN(c1nc2c(c(=O)n(C)c(=O)n2C)n1CC(=O)c1ccccc1)C1CCCCC1	-2	3.6	-7	-1	-7	1	5	-1	2
(further entries)
SMILES	Fam108B counter	MEX-5 binding	Bcl-xL primary	GLD-1 TGE inh	MCL1 BIM primary	PAFAH1B2 FP inh	AHR activator	pPAFAH FP inh	PME-1 primary
CC(=O)c1ccc(NC(=O)COC(=O)CCc2ccc(S(=O)(=O)N3CCOCC3)cc2)cc1	3	-0.8	-1	-6	2	0	1	6	-2
COc1ccc(-c2noc(CN3CCN(C(=O)c4cccs4)CC3)n2)c(OC)c1OC	0	·	2	3	0	-5	0	6	0
CCCc1cc(=O)[nH]c(SCC(=O)c2c(N)n(C3CC3)c(=O)[nH]c2=O)n1	·	·	5	1	5	-2	5	0	1
Cc1ccc(-c2c(C)sc(=NC(=O)c3ccco3)n2C)cc1	0	1.2	-4	2	-4	0	0	4	-2
CCOC(=O)C1=C(C)Nc2ccccc2N=C1NC(=O)C(c1ccccc1)c1ccccc1	-5	6.1	-4	-3	-5	-2	-1	-3	4
CCc1nccn1CCC(=O)NC1CC(C)(C)Cc2c1cnn2-c1ccc(OC)cc1 (stereo unspecified)	2	3.4	-1	-1	-2	1	0	1	2
Cc1ccc2nc(SCC(=O)Nc3ccc4c(c3)OCO4)nc(=O)n2c1	1	-1.3	3	4	4	3	2	0	2
CN(C(=O)c1ccccn1)c1nnc(-c2cccnc2)s1	-2	·	6	-1	4	8	4	-2	-7
CC(C)(C)n1nnnc1C(c1cccnc1)N1CCN(C2CCCCC2)CC1 (stereo unspecified)	-1	-0.7	3	3	3	-1	2	0	-2
Cc1ccc2nc(NC(=S)NC(=O)c3cccs3)sc2c1	3	1.6	2	2	6	2	22	1	-5
O=C(NCCc1ccccc1)C(=O)NCCC1CCCCN1S(=O)(=O)c1ccccc1 (stereo unspecified)	0	0.6	4	2	2	14	6	5	1
COCCn1c(C)cc(/C=N/NC(=O)c2cccnc2)c1C	2	-2.6	-1	2	4	3	14	7	3
CCCCN1C(=O)C2C(c3ccc(OC)cc3O)NC(CC(C)C)(C(=O)O)C2C1=O (stereo unspecified)	3	-3.3	4	4	1	0	-1	4	4
Oc1ccccc1N1CCN(c2ncnc3scc(-c4ccccc4)c23)CC1	-1	0.8	-7	-5	-10	3	13	17	-3
Cc1cc(C(=O)NNS(=O)(=O)c2cccc(Cl)c2)nn1C(C)(C)C	2	0.1	8	-5	9	8	41	-3	4
Cc1ccc(NC(=O)CNC(=O)c2cccs2)cc1S(=O)(=O)Nc1ccc(Cl)cc1	-3	2.1	5	4	-2	-8	3	-12	-16
COc1ccc(C(=O)Nc2cc(C)nn2-c2cccc(F)c2)cc1OC	-2	-2.7	0	-1	4	2	0	6	2
O=C1N(Cc2cccnc2)C[C@@H]2C[C@@H](c3cccc(OC4CCCC4)c3)N3CCC[C@@]123	-2	-0.2	0	2	1	2	3	4	-1

Compound activity: PubChem, several laboratories
